# Screens: PubChem BioAssay, National Center for Advancing Translational Sciences (NCATS)
# TRHR PAM: allosteric enhancers of human TRH receptor. P34981. TRHR cells, fluo-8 calcium fluorescence, EC20 TRH enhancement. enhancement, % at 2 µM. hit rate 0.66% among 360,000; in the data active = enhancement above about 30%; note: 0% is about no effect
# Target sequence (P34981 whole entry, looked up): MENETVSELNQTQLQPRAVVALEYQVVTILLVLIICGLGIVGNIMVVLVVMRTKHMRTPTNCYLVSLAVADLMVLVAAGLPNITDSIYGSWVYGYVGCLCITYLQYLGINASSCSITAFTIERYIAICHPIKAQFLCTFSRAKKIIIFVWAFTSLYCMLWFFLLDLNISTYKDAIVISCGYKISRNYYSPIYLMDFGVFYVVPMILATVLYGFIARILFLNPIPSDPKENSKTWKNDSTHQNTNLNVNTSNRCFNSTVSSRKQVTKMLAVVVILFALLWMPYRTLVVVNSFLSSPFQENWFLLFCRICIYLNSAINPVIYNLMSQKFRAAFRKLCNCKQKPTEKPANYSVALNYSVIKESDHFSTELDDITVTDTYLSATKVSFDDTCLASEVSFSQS
#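 TRHR-expressing cells loaded with fluo-8 calcium dye were read kinetically (ex 480/em 530) during compound addition, then stimulated with an EC20 of TRH (10 nM final). Enhancement of the Gq-mediated intracellular calcium response was scored.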
# RXFP1 antag: antagonists of human relaxin receptor RXFP1. Q9HBX9. HEK293-RXFP1, relaxin-stimulated cAMP HTRF, 30 min; hits give low values. activity change, negative = inhibition, % at 57.5 µM. hit rate 0.59% among 350,000;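 active = activity change of -60% or lower, but not beyond a set lower limit; inconclusive = change between -60% and -40%, or beyond the set limit; inactive = change above -40%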; note: % is set by controls: 0 for no effect and ±100 for the full control effect
# Apoferritin bind: candidate novel general anesthetic via apoferritin binding; P02791; apoferritin/1-aminoanthracene competitive binding, fluorescence; Potency, µM (titrated, usually from 77.5 µM), for inactives: at the highest dose activity change, negative = displacement, actives largely listed as inhibitors; hit rate 0.074% among 350,000; note: potency is the fitted concentration of half-maximal effect; % is set by controls: 0 for no effect and ±100 for the full control effect; nearly all actives have a fitted effect of over 20% in size
# Target sequence (P02791 2-175 limits assumed): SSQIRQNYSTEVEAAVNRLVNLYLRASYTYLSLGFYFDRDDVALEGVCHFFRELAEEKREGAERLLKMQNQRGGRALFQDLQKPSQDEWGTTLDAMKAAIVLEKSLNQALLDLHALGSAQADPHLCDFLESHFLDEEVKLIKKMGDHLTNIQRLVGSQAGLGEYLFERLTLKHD
#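 Read-out: endpoint 1-AMA fluorescence, excitation 380 nm and emission 535 nm, after compounds sit 10 min at room temperature with 10 uM horse-spleen apoferritin in 50% saturated 1-AMA/PBS. Values come from four-parameter Hill fits.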
# TRHR ag: activates the human TRH receptor; P34981; TRHR cells, calcium flux fluo-8, FDSS agonist mode; activation, % at 2 µM; hit rate 0.18% among 360,000; AID 493084; in the data active = activation above about 30%; note: 0% is about no effect
#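 TRHR-expressing cells loaded with fluo-8 calcium dye; 23 nL library compound pin-transferred, kinetic FDSS fluorescence (Ex 480/Em 530) recorded about 180 s for agonist-induced calcium release, before a 10 nM TRH EC20 addition for potentiator mode.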
# D1 antag: antagonists of human D1 dopamine receptor | HEK293 TREx D1 cells, calcium flux, dopamine EC80; hits give low values | hit rate 3.2% among 360,000 | P21728 | AID 504652 | activity change, negative = inhibition, % at 10 µM; in the data active = activity change below about -30%; note: % is set by controls: 0 for no effect and ±100 for the full control effect
# Target sequence (P21728 whole entry, looked up): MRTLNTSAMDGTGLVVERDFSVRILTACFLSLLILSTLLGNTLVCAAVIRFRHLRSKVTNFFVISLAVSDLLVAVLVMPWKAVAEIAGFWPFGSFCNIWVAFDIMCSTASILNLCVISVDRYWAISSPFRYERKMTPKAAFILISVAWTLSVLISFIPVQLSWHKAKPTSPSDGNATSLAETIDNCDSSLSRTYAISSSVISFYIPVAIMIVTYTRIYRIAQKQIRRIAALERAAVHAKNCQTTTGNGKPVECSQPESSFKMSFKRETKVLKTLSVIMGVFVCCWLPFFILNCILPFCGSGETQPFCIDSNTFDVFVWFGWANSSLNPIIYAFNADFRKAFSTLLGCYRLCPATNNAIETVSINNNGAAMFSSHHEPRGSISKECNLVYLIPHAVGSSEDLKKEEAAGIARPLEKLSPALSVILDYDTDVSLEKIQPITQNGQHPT
#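 Tetracycline-induced HEK293 T-REx cells with force-coupled D1 receptor were loaded with a no-wash calcium dye. Compound was added after a 10 s baseline and read kinetically for 180 s; EC80 dopamine was then added and calcium flux followed another 180 s.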
# D1 PAM: human D1 dopamine receptor positive modulation; AID 504651; potentiation, % at 10 µM; HEK293 TREx D1 cells, calcium flux, dopamine EC20 potentiation; P21728; hit rate 0.036% among 360,000; in the data active = potentiation above about 30%; note: 0% is about no effect
# D1 ag: activates the human D1 dopamine receptor; activation, % at 2 µM; hit rate 1% among 360,000; HEK293 T-REx D1 cells, calcium flux, agonist mode; P21728; in the data active = activation above about 30%; note: 0% is about no effect
#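 Tetracycline-induced HEK293 TREx D1 cells, force-coupled to calcium signalling, were dye-loaded with a no-wash calcium kit. Compound was pin-added after a 10 s baseline. Fluorescence was read kinetically at 1 cycle/s for 180 s, with calcium rises flagged as agonism.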
# RXFP1 agonist: agonists of human relaxin receptor RXFP1 | Q9HBX9 | HEK293T-RXFP1 cAMP TR-FRET, 30 min; response scale: percent of porcine relaxin response, buffer zero | Potency, µM (doses to about 57.5 µM), for inactives: at the top dose activation, hits mostly activators | hit rate 0.3% among 370,000 | AID 2676; note: potency is the fitted concentration of half-maximal effect; % is set by controls: 0 for no effect and ±100 for the full control effect; nearly all actives have a fitted effect of over 60% in size; many of its hits are not listed in these tables
#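 HEK293T cells stably expressing RXFP1 were pretreated with the PDE4 inhibitor Ro 20174, exposed to compounds for 30 min at 37C, lysed, and cAMP was read by TR-FRET. Data normalized to buffer (basal) and 29 nM porcine relaxin (100%).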
# D2 PAM: positively modulates the human D2 dopamine receptor allosterically. hit rate 0.34% among 340,000. HEK293 T-REx D2, calcium flux, EC20 dopamine potentiation. potentiation, % at 10 µM;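 active = potentiation over 3 SD above the plate norm, cut at about 30% in these data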; note: 0% is about no effect
#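 Primary screen. Calcium kinetics in induced HEK293 T-REx D2 cells: compound pre-addition 180 s, EC20 dopamine, 180 s more.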
# Starred values were filed as active, the others as inactive; ? = inconclusive; · = not tested or not shown; [ ] = another dose, or the depositor's remark. Unless noted, calls come from the whole dose curve; as a rule, active = well fitted curve in the direction sought with a large enough effect; inconclusive = small, poorly fitted or top-dose-only effect, or another doubt; inactive = no such curve, though single readings can be large; an effect the other way counts as inactive or inconclusive. Some of the compounds tested; count on the stated rates, not on these rows.
cpd	Compound	TRHR PAM	RXFP1 antag	Apoferritin bind	TRHR ag	D1 antag
1	COc1ccccc1C(=O)N=C1NC(=O)CC2C(=O)NCCN12 (stereo not given)	5	5	3%	0.4	4
2	CCc1ccc(C(=O)CC2(O)C(=O)N(CN3CCOCC3)c3ccccc32)cc1 (stereo not given)	0	0	-13%	0.3	37
3	CCn1nc2cc(C(=O)NCC34CC5CC(CC(C5)C3)C4)ccc2c1OC	1	·	?	0.1	2
4	CCOc1ccc(N2CC(C(=O)NCc3cccc(C)c3)CC2=O)cc1 (stereo not given)	-7	10	-5%	0.1	-5
5	COc1cc(N)c(C(O)c2nccc3cc(OC)c(OC)cc23)cc1OC (stereo not given)	-1	-14	-8%	-0.1	22
6	O=C(CSc1n[nH]c(=O)[nH]c1=O)N/N=C/C=C\c1ccccc1	-1	10	-10%	0.3	5
7	CCOc1ccc(OCCC(=O)OCC(=O)Nc2ccc3c(c2)OCO3)cc1	-7	3	·	-0.2	-53*
8	COc1ccc(Cl)cc1NC(=O)CN1CCN(S(=O)(=O)N2CCC(C)CC2)CC1	6	8	-5%	-0.6	3
9	CCCCn1c(=O)[nH]c(=O)c2c1nc(-c1ccncc1)n2CCOC	1	-9	-3%	-0.1	-1
10	O=C(NC1CCCCCC1)c1ccccc1-c1ccccc1	-2	-8	-6%	-0.6	-3
11	CN(Cc1ccc(C(F)(F)F)cc1)C(=O)c1ccc2ccccc2n1	-2	-4	8%	-0.6	10
12	O=S(=O)(c1ccccc1)c1nc(-c2ccccc2Cl)oc1N1CCCCCC1	-13	-11	225%[activator]	1.8	11
13	COc1ccc(NC(=O)CCCN2C(=O)C(c3ccccc3)Oc3cccnc32)cc1 (stereo not given)	-3	39	-15%	-2.0	-29
14	Cc1cccc(NC(=O)C2C(c3ccccc3)C2(Cl)Cl)c1C (stereo not given)	-4	-18	-3%	0.2	1
15	Nc1cc(=O)nc(SCC(=O)N2CCN(c3ccccc3)CC2)n1-c1ccc(F)cc1	-1	0	-8%	0.0	8

cpd	D1 PAM	D1 ag	RXFP1 agonist	D2 PAM
1	-4	-1	6.4%	12
2	4	2	1.3%	-9
3	3	6	1.0%	-4
4	-11	3	-0.9%	-8
5	-4	2	-2.4%	0
6	·	6	-1.0%	5
7	-6	7	0.3%	0
8	-4	-1	-0.5%	·
9	5	2	0.0%	·
10	-6	3	1.8%	10
11	-2	-4	1.4%	-14
12	6	14	1.4%	-7
13	-8	0	-1.7%	0
14	2	2	1.8%	-4
15	-2	4	0.1%	-5

# Compound profiles, as listed above:
# CCn1nc2cc(C(=O)NCC34CC5CC(CC(C5)C3)C4)ccc2c1OC in the list: TRHR PAM: 1; RXFP1 antag: ·; Apoferritin bind: ?; TRHR ag: 0.1; D1 antag: 2; D1 PAM: 3; D1 ag: 6; RXFP1 agonist: 1.0%; D2 PAM: -4
# O=C(NC1CCCCCC1)c1ccccc1-c1ccccc1 in the list: TRHR PAM: -2; RXFP1 antag: -8; Apoferritin bind: -6%; TRHR ag: -0.6; D1 antag: -3; D1 PAM: -6; D1 ag: 3; RXFP1 agonist: 1.8%; D2 PAM: 10

# Additional structures follow.
cpd	Compound	TRHR PAM	RXFP1 antag	Apoferritin bind	TRHR ag	D1 antag
16	O=C(CNCCc1ccccc1)N1CCc2ccccc2C1	5	-7	-8%	0.0	-9
17	CCOC(=O)c1nnc(-c2cccs2)nc1Oc1ccc(Cl)cc1	0	0	?	-0.4	-12
18	Cc1ccc(S(=O)(=O)N2CCCCC2)cc1NC(=O)c1cc(=O)[nH]c2ccccc12	2	-8	·	0.0	-2
19	CNc1nc2ccccc2n1N	0	-5	5%	2.4	-6
20	CCn1cc(Cl)c(C(=O)Nc2ccc(OC)c(OC)c2)n1	4	-3	-6%	-0.3	1
21	Fc1ccc(-c2noc(-c3ccc4c(c3)CCO4)n2)cc1	-2	4	-12%	-0.7	-14
22	CCOC(=O)c1c(C)oc2c(CC(=O)c3ccccc3)c(Cl)c(O)c(O)c12	-1	·	-1%	0.5	-1
23	CC(C)(C)c1ccc(Oc2ccc(NC(=O)CCCC(=O)O)cn2)cc1	-1	-17	1%	0.3	-4
24	CC(=O)c1cccc(NC(=O)c2ccc3c(c2)C(=O)N(Cc2cccnc2)C3=O)c1	1	-2	-3%	0.0	-3
25	COc1cc([N+](=O)[O-])ccc1NC(=S)N1CCN(c2ccccn2)CC1	10	-1	-21%	-0.9	-5
26	O=C(OCC(=O)c1c[nH]c2ccccc12)c1ccco1	1	4	-16%	0.4	-1
27	COc1cc(C2N(c3ccccn3)C(=O)C3CCCN32)cc(OC)c1OC (stereo not given)	5	-1	-5%	0.0	6
28	COc1ccc(C(=O)c2c(C(F)(F)F)oc3c2C(=O)c2ccccc2C3=O)cc1	3	3	?	-0.1	19
29	CC1(NC(=O)COc2ccccc2-c2ccccc2)CCS(=O)(=O)C1 (stereo not given)	-3	1	-16%	-0.6	-13
30	COc1cc(S(=O)(=O)NCCc2c(C)[nH]c3ccccc23)c(C)cc1C	-18	·	-4%	-2.6	2

cpd	D1 PAM	D1 ag	RXFP1 agonist	D2 PAM
16	-3	6	-0.1%	-6
17	-3	0	4.1%	3
18	-5	1	2.1%	-7
19	-1	10	-0.5%	-4
20	-2	3	-0.9%	6
21	-2	0	-0.9%	·
22	4	0	0.6%	2
23	-2	2	1.8%	-5
24	-8	3	-0.2%	6
25	3	0	5.1%	-14
26	-1	2	0.2%	-6
27	0	4	-0.5%	-5
28	-3	-1	0.0%	22
29	-4	3	1.2%	·
30	-4	-1	0.9%	-11

# (continued)
cpd	Compound	TRHR PAM	RXFP1 antag	Apoferritin bind	TRHR ag	D1 antag
31	CC(CN1CCOCC1)OC(=O)c1ccccc1Cl (stereo not given)	-2	0	-13%	0.6	8
32	CCOC(=O)C1=C(CC)Nc2ccccc2N=C1NC(=O)CCNC(C)=O	-2	-75*	0%	0.2	13
33	COc1ccc(C2CC(c3ccccc3)=NN2C(=O)COC(=O)c2cccnc2Cl)cc1 (stereo not given)	2	9	-2%	-0.9	-12
34	Cc1c(N2C(=O)/C(=C3/C(=O)N(C)c4ccccc43)SC2=S)c(=O)n(-c2ccccc2)n1C	-6	-10	-18%	-0.4	0
35	Cn1c(=O)c(/C(N)=N/OC(=O)c2ccccc2)cn(-c2ccccc2)c1=O	-5	-21	8%	-1.4	5
36	O=C(Nc1cccnc1)Nc1cccc(F)c1	-1	-5	-2%	0.1	8
37	COCCCNC(=O)c1cc(-c2ccc(OC)cc2)nc2n[nH]c(-c3ccc(Cl)cc3)c12	2	·	0%	0.5	14
38	O=C(Nc1nccs1)C(F)(F)C(F)(F)C(F)(F)C(=O)Nc1nccs1	-2	6	0%	-0.1	0
39	CCOC(=O)c1c(C)nc(-c2ccccc2)nc1N	1	-15	-5%	0.1	5
40	O=C(NC1CCCCC1)C(c1ccc(F)cc1)N(Cc1ccco1)C(=O)Cn1nnc2ccccc21 (stereo not given)	-5	-4	-13%	-1.3	-16

cpd	D1 PAM	D1 ag	RXFP1 agonist	D2 PAM
31	-8	0	0.3%	-2
32	-5	-1	0.5%	8
33	-5	8	-0.4%	9
34	-8	2	0.8%	-2
35	2	1	0.3%	2
36	-7	8	1.9%	6
37	1	1	-0.3%	1
38	-4	3	0.7%	2
39	1	0	-0.2%	8
40	10	2	1.9%	8

# Some of the entries so far, as tab-separated lines.
No.	molecule	TRHR PAM	RXFP1 antag	Apoferritin bind	TRHR ag	D1 antag	D1 PAM	D1 ag	RXFP1 agonist	D2 PAM
27	COc1cc(C2N(c3ccccn3)C(=O)C3CCCN32)cc(OC)c1OC (stereo not given)	5	-1	-5%	0.0	6	0	4	-0.5%	-5
28	COc1ccc(C(=O)c2c(C(F)(F)F)oc3c2C(=O)c2ccccc2C3=O)cc1	3	3	?	-0.1	19	-3	-1	0.0%	22
29	CC1(NC(=O)COc2ccccc2-c2ccccc2)CCS(=O)(=O)C1 (stereo not given)	-3	1	-16%	-0.6	-13	-4	3	1.2%	·
30	COc1cc(S(=O)(=O)NCCc2c(C)[nH]c3ccccc23)c(C)cc1C	-18	·	-4%	-2.6	2	-4	-1	0.9%	-11
31	CC(CN1CCOCC1)OC(=O)c1ccccc1Cl (stereo not given)	-2	0	-13%	0.6	8	-8	0	0.3%	-2
32	CCOC(=O)C1=C(CC)Nc2ccccc2N=C1NC(=O)CCNC(C)=O	-2	-75*	0%	0.2	13	-5	-1	0.5%	8
33	COc1ccc(C2CC(c3ccccc3)=NN2C(=O)COC(=O)c2cccnc2Cl)cc1 (stereo not given)	2	9	-2%	-0.9	-12	-5	8	-0.4%	9
34	Cc1c(N2C(=O)/C(=C3/C(=O)N(C)c4ccccc43)SC2=S)c(=O)n(-c2ccccc2)n1C	-6	-10	-18%	-0.4	0	-8	2	0.8%	-2
35	Cn1c(=O)c(/C(N)=N/OC(=O)c2ccccc2)cn(-c2ccccc2)c1=O	-5	-21	8%	-1.4	5	2	1	0.3%	2
36	O=C(Nc1cccnc1)Nc1cccc(F)c1	-1	-5	-2%	0.1	8	-7	8	1.9%	6
37	COCCCNC(=O)c1cc(-c2ccc(OC)cc2)nc2n[nH]c(-c3ccc(Cl)cc3)c12	2	·	0%	0.5	14	1	1	-0.3%	1
38	O=C(Nc1nccs1)C(F)(F)C(F)(F)C(F)(F)C(=O)Nc1nccs1	-2	6	0%	-0.1	0	-4	3	0.7%	2
39	CCOC(=O)c1c(C)nc(-c2ccccc2)nc1N	1	-15	-5%	0.1	5	1	0	-0.2%	8
40	O=C(NC1CCCCC1)C(c1ccc(F)cc1)N(Cc1ccco1)C(=O)Cn1nnc2ccccc21 (stereo not given)	-5	-4	-13%	-1.3	-16	10	2	1.9%	8
